Assay outcomes as filed in PubChem.
aSyn yeast rescue – rescues yeast growth from alpha-synuclein toxicity. S. cerevisiae alpha-synuclein toxicity rescue, BacTiter-Glo growth, 24 h. Potency, µM (highest dose often 46.1 µM), for inactives: at the highest dose growth rescue (activation), actives largely listed as activators. actives 0.02% (n = 94,000). AID 1347070; active = well fitted activation curve with a large enough effect; note: 0% is about no effect
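Growth restoration measured by BacTiter-Glo luminescence after 24 hr at 30 deg C; alpha-synuclein yeast, raffinose-pregrown to mid-log, were added at OD600=0.02 in galactose medium onto pinned compounds.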
Starred values were filed as active, the others as inactive; & = joins results of further samples; [ ] = another dose, or the depositor's remark. Potency is the fitted concentration of half-maximal effect. Some of the compounds tested; the hit share may differ from the screen's.

Compound | aSyn yeast rescue
Cc1ccc(NC(=O)N2CCOCC2)cc1NC(=O)N1CCOCC1 | 0%
O=C(CSc1nc(-c2ccc(Cl)cc2)[nH]c(=O)n1)Nc1cccc(Cl)c1 | 6%
COc1ccc(NC(=O)CSc2nc3c(c(=O)[nH]2)CN(Cc2ccccc2)CC3)cc1Cl | -4%
COc1ccc(N2CCN(C(=O)CCNS(=O)(=O)c3ccc4c(c3)CCN4C(=O)C3CC3)CC2)cc1 | -11%
O=C(CSc1nc2c(c(=O)[nH]1)CN(Cc1ccc3c(c1)OCO3)CC2)Nc1ccc(F)c(F)c1 | -2%
Cc1ccc(Nc2c(-c3ccc(N(C)C)cc3)nc3nc[nH]n23)cc1 | -44%[inhibitor]
CCOC(=O)C1CC(=NO)c2ccc(OC)c(OC)c2C1 (stereo unspecified) | 2%
CC(OC(=O)c1ccc2c(c1)C(=O)N(Cc1ccncc1)C2=O)C(=O)Nc1cccc(Cl)c1Cl (stereo unspecified) | 3%
CC(C)CC1C(=O)N(Cc2cn(CC3CCCCC3)nn2)CCS(=O)(=O)N1Cc1ccc(-c2ccc(F)nc2)cc1 (stereo unspecified) | -4%
Cc1csc2nc(O)c(C(=O)NCC3CCCO3)c(=O)n12 (stereo unspecified) | -5%
Cc1ccc(C)c(-c2nn(CC(=O)Nc3cc(F)ccc3F)c(=O)c3c2CCCC3)c1 | 10%
OC(CN1CCN(c2ccccc2)CC1)c1ccc2c(c1)CCN2 (stereo unspecified) | -4%
CCS(=O)(=O)c1nc(S(=O)(=O)c2ccc(C)cc2)c(NC)s1 | -5%
COc1cccc(Nc2c3c(nc4nncn24)CCC3)c1 | 1%
COc1ccccc1/C=C/c1onc(C)c1S(=O)(=O)N1CCC(C(=O)N2CCC(C)CC2)CC1 | 1%
COc1cccc(OC)c1C(=O)NC(=S)NCc1ccco1 | -6%
CCOc1ccc(NC(=O)CN2C(=O)COc3ccc(S(=O)(=O)NC4CCCC4)cc32)cc1 | 3%
CCOC(=O)c1c(C)c(-c2ccccc2)n(CC(=O)NCCc2ccc(C)cc2)c1C | 2%
CN1CCN(c2nc3c(c(=O)n(C)c(=O)n3C)n2CCSc2nnnn2-c2ccccc2)CC1 | -10%
CC1(C)CC(=O)C(C(c2cc([N+](=O)[O-])ccc2Cl)C2C(=O)CC(C)(C)CC2=O)C(=O)C1 | -3%
CCc1ccc(-c2nn(CC(=O)Nc3ccccc3C)c3c2cnc2ccc(C)cc23)cc1 | -7%
CCCN(CCC)CCCNC(=O)Cn1cnc2sc(C)c(S(=O)(=O)N3CCCCC3)c2c1=O | -7%&-13%
O=C(COc1ccc(Br)cc1Br)NN1C(=O)c2ccccc2C1=O | 14%
CC(C)CCn1nnnc1CN1CCN(C(=O)c2ccco2)CC1 | -3%
O=C(CN1C(=O)C2C3C=CC(C4CC34)C2C1=O)NCc1ccco1 (stereo unspecified) | -13%

A draw from above in order of number of heavy atoms, smallest number first.
Compound | aSyn yeast rescue
COc1cccc(OC)c1C(=O)NC(=S)NCc1ccco1 | -6%
O=C(CN1C(=O)C2C3C=CC(C4CC34)C2C1=O)NCc1ccco1 (stereo unspecified) | -13%
O=C(CSc1nc(-c2ccc(Cl)cc2)[nH]c(=O)n1)Nc1cccc(Cl)c1 | 6%

The listing picks up, repeating the 5 entries before the break.
Compound | aSyn yeast rescue
CCc1ccc(-c2nn(CC(=O)Nc3ccccc3C)c3c2cnc2ccc(C)cc23)cc1 | -7%
CCCN(CCC)CCCNC(=O)Cn1cnc2sc(C)c(S(=O)(=O)N3CCCCC3)c2c1=O | -7%&-13%
O=C(COc1ccc(Br)cc1Br)NN1C(=O)c2ccccc2C1=O | 14%
CC(C)CCn1nnnc1CN1CCN(C(=O)c2ccco2)CC1 | -3%
O=C(CN1C(=O)C2C3C=CC(C4CC34)C2C1=O)NCc1ccco1 (stereo unspecified) | -13%
CCOc1ccc(-c2cccc(NC(=O)c3ccc(Br)o3)c2)nn1 | -7%
CCOC(=O)c1[nH]c2ccccc2c1NC(=O)c1ccccc1F | 9%
CC(C)(C)C(=O)CN1C(=O)NC(c2ccccc2)(c2ccccc2)C1=O | -1%
COc1ccc(S(=O)(=O)N2CCOCC2)cc1NC(=O)c1ccc(Cl)cc1 | -8%
CCOC(=O)c1c(NC(=O)c2cc(-c3cccc(Cl)c3)on2)sc(C)c1C | -6%
CC(=O)c1ccc(OCCCC(=O)OCC(=O)Nc2ccc3[nH]c(=O)[nH]c3c2)cc1 | 8%
CCn1c(C(=O)NCc2ccc(OC)cc2)cc2sc(Cl)cc21 | -12%
O=C(CCn1c(=O)[nH]c2ccccc2c1=O)N1CC=C(c2ccccc2)CC1 | 0%
Cc1cc(=O)n(C(C)C(=O)NCc2ccccc2Cl)c2c1c(C)nn2-c1ccccc1 (stereo unspecified) | 9%
Cc1ccc(S(=O)(=O)CC(=O)Nc2sc3c(c2C#N)CCCCC3)cc1 | -6%
Cc1ccc(-n2c(=O)c3c(c4cc(C)ccc4n3C)n(CC(=O)N3CCCC3)c2=O)cc1 | -5%
Cc1ccccc1CNC(=O)C1CCCCN1S(=O)(=O)c1ccc(F)cc1 (stereo unspecified) | 6%
C=CCc1ccccc1OCc1nc2ccccc2n1CC | 3%
O=C(CN1C(=O)C2(SCC(=O)N2c2ccccc2)c2ccccc21)NCc1ccccc1Cl (stereo unspecified) | -8%
CC1=Nn2c(nc3sc4c(c3c2=O)CCCC4)SC1 | 0%
CN1CC(C(=O)O)Cc2c1ccc1ccccc21 (stereo unspecified) | 6%
CCc1ccc(-n2nc(CO)c(C(=O)NC)n2)cc1 | 0%
COc1ccccc1NC(=O)C1CCC(CNS(=O)(=O)c2ccc3c(c2)CC(C)N3C(C)=O)CC1 (stereo unspecified) | 9%
COc1ccccc1CNC(=O)C1CCC(CNc2c(N3CCC(C)CC3)c(=O)c2=O)CC1 (stereo unspecified) | 5%
O=[N+]([O-])c1ccccc1S(=O)(=O)N1CCN(Cc2ccc3c(c2)OCO3)CC1 | -10%
O=C(CSc1nccn1Cc1ccccc1)Nc1nc2ccccc2s1 | 0%
CC(C)Cn1cc(NC(=O)NCc2ccccc2)c2ccccc2c1=O | -13%
CC(C)c1cc(C(F)(F)F)nc(NNc2nc(C(C)C)cc(C(F)(F)F)n2)n1 | -7%
O=C(Cn1nc(N2CCN(c3ccccc3)CC2)ccc1=O)Nc1ccc(F)cc1F | 26%
CC(=O)c1ccc(NC(=O)c2cc3sccc3n2Cc2ccc(F)cc2)cc1 | -2%
CC(Sc1nnc(-c2cccnc2)n1N)C(=O)N1CCOCC1 (stereo unspecified) | -6%
COc1cc(C(=O)N2CCc3c([nH]c4ccccc34)C2c2ccccc2)cc(OC)c1OC (stereo unspecified) | 4%
O=C(NCc1cccc(F)c1)c1ccc2nc(N3CCCCC3)sc2c1 | 1%
O=C(CN1C(=O)CCSc2ccc(S(=O)(=O)N3CCCC3)cc21)Nc1ccccc1 | 3%
CCOc1ccc(CCNC(=O)COn2nnc3ccc(S(=O)(=O)N4CCOCC4)cc32)cc1OCC | 4%
Cc1ccccc1NC(=O)CCCNC(=O)c1ccc(Cl)cc1 | 4%
CC(=O)c1cc(-c2ccccc2)n(CCC(=O)Nc2ccc(C(C)C)cc2)c1C | 15%
C[C@H]1CCCCO[C@H](CN(C)C(=O)C2CCCCC2)[C@@H](C)CN([C@@H](C)CO)C(=O)c2cc(NC(=O)NC3CCCCC3)ccc2O1 | -2%
CCc1ccccc1NC(=O)Nc1nnc(N(C)Cc2ccccc2)s1 | -5%
Cc1nc2c(-c3ccc(F)cc3)c(C)nn2c(C)c1CCC(=O)N1CCN(c2ccc(F)cc2)CC1 | 18%
O=S(=O)(c1ccc(Cl)cc1)N1CCN(Cc2cccnc2)CC1 | -3%
COc1ccccc1NC(=O)c1cc(=O)c2ccc(C)c(C)c2o1 | -4%
Cc1ccc(Cl)cc1N1CCN(CCCNC(=O)Cn2ncc3c([nH]c4ccccc43)c2=O)CC1 | 3%
COc1ccc(-c2cc(C(C)=O)c(C)n2CCC(=O)NCc2ccc(C)cc2)cc1 | 8%
Cc1ccccc1C(=O)NC1(C(F)(F)F)C(=O)Nc2c1c(=O)[nH]c(=O)n2-c1ccc(F)cc1 (stereo unspecified) | 0%
Cc1cc(Cl)ccc1Nc1ncnc2onc(C)c12 | 2%
Cc1ccc(-c2nn3c(-c4ccccc4)nnc3o2)cc1 | -1%
CCOc1ccccc1C(=O)NC1(C(F)(F)F)NC(=O)N(CCc2ccc(OC)c(OC)c2)C1=O (stereo unspecified) | 4%
CCCCn1c(N)c(N(CCOC)C(=O)COC(=O)c2cc(CC)c(C)s2)c(=O)[nH]c1=O | 4%
NC(=O)CN1C(=O)NC(c2ccccc2)(c2ccccc2)C1=O | -2%
Cc1ccc2c(c1)c(=O)c(C(=O)c1ccncc1)cn2CC(=O)Nc1ccc(C(C)C)cc1 | -19%
CC(C)OC(=O)N(C)C[C@@H]1OCc2cnnn2CCCC(=O)N([C@H](C)CO)C[C@@H]1C | 5%
CCOC(=O)C1=C(CNCc2ccc(Cl)cc2)NC(=O)NC1c1ccccc1 (stereo unspecified) | 6%
COc1ccccc1NC(=O)N1CC=C(c2c[nH]c3ccccc23)CC1 | -9%
CC(C)CCN(C(=O)C1CSC2(C)CCC(=O)N12)c1c(N)n(Cc2ccccc2)c(=O)[nH]c1=O (stereo unspecified) | 9%

Continuation.
Compound | aSyn yeast rescue
Cc1cc2cc3c(cc2nc1SCC(=O)OC(C)C)OCO3 | 5%
CC(C)CCn1c(=O)c2sccc2n2c(CCCC(=O)NC(C)c3ccccc3)nnc12 (stereo unspecified) | -5%
CCc1nnc(NC(=O)CSc2nc3c(c(=O)n2C)SC(C)C3)s1 (stereo unspecified) | 9%
CN(C)c1ccc(/C=N/NC(=O)c2nonc2N)cc1[N+](=O)[O-] | -15%
O=C(COc1ccccc1Cl)NC(=O)NC1CCCCC1 | 4%
CC1CCCCN1CCCNC(=O)CN1C(=O)c2cccnc2Oc2ccc(Cl)cc21 (stereo unspecified) | 5%
CCOc1ccc(-c2nnc(SCC(=O)NCc3ccccc3)o2)cc1 | -13%
COc1ccc(Nc2c(-c3ccc(Cl)cc3)nc3cnccn23)cc1OC | 13%
O=C(O)c1cnn(-c2nc(-c3ccc(Cl)c(Cl)c3)cs2)c1C(F)(F)F | -73%[inhibitor]
CC(Oc1cccc(Cl)c1)C(=O)N(C)CC(=O)Nc1ccc(N2CCOCC2)cc1 (stereo unspecified) | -2%
C[C@@H]1CN([C@@H](C)CO)C(=O)c2cc(Br)cnc2O[C@H]1CN(C)C(=O)c1ccccc1F | 6%
CSc1cccc2sc(NC(=O)C3=COCCO3)nc12 | -6%
CCOC(=O)c1cccc(NC(=O)NCc2ccc3c(c2)CCN3C(=O)c2ccccc2)c1 | -8%
COc1ccc(-c2noc(-c3ccc(N4CCN(c5ccc(OC)cc5)CC4)c([N+](=O)[O-])c3)n2)cc1 | -4%
Cc1cccc(NC(=O)c2cn(-c3ccccc3)nc2-c2ccccc2)c1C | 6%
O=C1NC(CCc2ccccc2)C(=O)N1Cc1ccc(Br)cc1 (stereo unspecified) | 12%
COc1ccc(N2CCN(C(=O)CSCc3nc(-c4ccccc4Cl)oc3C)CC2)cc1 | -4%
Cc1ccc2c(c1)N(CC(=O)NCCCN1CCCCC1)C(=O)c1cccnc1O2 | 3%&0%
C[C@@H]1CN([C@@H](C)CO)C(=O)CCCn2nncc2CO[C@H]1CN(C)S(=O)(=O)c1cccc(F)c1 | -10%
c1ccc(CSc2cc3ccccc3[nH]2)cc1 | -7%
Cc1cccc(CSc2nc3c(c(=O)[nH]2)CCC3)c1 | -9%
CCc1ccc(NC(=O)C2CCCN2S(=O)(=O)c2ccc3nc(-c4ccccc4)[nH]c3c2)cc1 (stereo unspecified) | 0%
Cc1cc(C)c(NS(=O)(=O)c2ccc3c(c2)NC(=O)C(C)C(=O)N3)c(C)c1 (stereo unspecified) | -7%
COc1cc(NC(=O)c2c(-c3ccc(C)cc3)nnc3ccccc23)cc(OC)c1OC | 25%
O=S(=O)(NNc1ccc(Cl)nn1)c1ccc(F)cc1 | 8%
CCOC(=O)Cn1nc(-c2ccccc2)c2cnc3ccc(CC)cc3c21 | -6%
Cc1cc(C)c(NC(=S)NC(=O)c2ccccc2)cc1C | -8%
CC(C)N1CCN(Cc2cnc(-c3ccccc3)s2)CC1CCO (stereo unspecified) | -8%
O=C(CSc1nc(-c2ccccc2)no1)N1CCN(c2ccc(F)cc2)CC1 | 4%
Cc1nc2ccccc2c2oc(C(=O)N3CCC(N4CCCCC4)CC3)cc12 | 8%
Cc1ccccc1NC(=O)c1c(C)oc2ccc(O)c(CN3CCOCC3)c12 | 4%
COc1cc(S(=O)(=O)N2CCOCC2)ccc1NC(=O)CN1c2cccc3cccc(c23)S1(=O)=O | -3%
CC(=O)Nc1ccc(NC(=O)CCCSc2nc3ccccc3[nH]2)cc1 | -4%
Cn1c(Nc2ccc(Cl)cc2)cc(=O)n(C)c1=O | 0%
CCOC(=O)c1sc(NC(=O)c2cc3nc(-c4ccc(Br)cc4)cc(C(F)(F)F)n3n2)c(C(=O)OCC)c1C | -15%
O=C(O)CC(NC(=O)COc1ccccc1)c1cccc([N+](=O)[O-])c1 (stereo unspecified) | 8%
CN(C)S(=O)(=O)c1ccc(N2CCCC2)c(C(=O)N2CCC(C(N)=O)CC2)c1 | -1%
CCc1ccc(CNC(=O)CCC(=O)N2Cc3cccc(OC)c3Oc3ncccc32)cc1 | -5%
COc1ccc(-c2noc(N3CCC(C(=O)NCCCN4CCC(C)CC4)CC3)n2)cc1 | 4%
CC(C)(C)c1nnc(NC(=O)CCC2CCCCC2)s1 | 6%
CN(C)S(=O)(=O)c1ccc(S(=O)(=O)N2CCN(CCC#N)CC2)cc1 | -12%
